Screening results: PubChem BioAssay, several laboratories
HTR2A ag = agonists of mouse serotonin 5-HT2A receptor (HTR2A); CHO-K1 mHTR2A beta-arrestin complementation, luminescence; percent of 30 µM serotonin response; P35363; activation, % at 7.6 µM; actives 0.66% (n = 360,000);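 active means activation above a run cutoff, the mean activation of all tested compounds plus 3 SD, cut at about 14% in these data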;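 further: 0% = plate median of compound wells and 100% = 30 µM serotonin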
Target sequence (P35363 whole entry, looked up): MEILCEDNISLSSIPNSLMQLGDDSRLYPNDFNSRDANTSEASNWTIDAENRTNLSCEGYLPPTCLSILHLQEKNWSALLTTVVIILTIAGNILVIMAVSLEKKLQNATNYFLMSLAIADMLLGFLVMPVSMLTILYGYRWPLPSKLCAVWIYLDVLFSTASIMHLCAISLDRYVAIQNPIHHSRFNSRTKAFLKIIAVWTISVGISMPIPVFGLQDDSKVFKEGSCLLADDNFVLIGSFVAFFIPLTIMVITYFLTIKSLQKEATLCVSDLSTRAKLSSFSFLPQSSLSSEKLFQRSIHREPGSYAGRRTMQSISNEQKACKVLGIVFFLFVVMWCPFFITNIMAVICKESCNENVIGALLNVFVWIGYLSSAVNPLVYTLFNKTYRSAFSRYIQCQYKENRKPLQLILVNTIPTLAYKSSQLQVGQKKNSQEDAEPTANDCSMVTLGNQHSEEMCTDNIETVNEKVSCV
Exocytosis inh = blocks lytic granule exocytosis | actives 0.66% (n = 360,000) | TALL-104 LAMP-1 surface exposure, flow cytometry; cells stimulated with thapsigargin and PMA | inhibition, % at 10 µM;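 active means inhibition above about 55%, limit read from the data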
Cardio protect = modulators protecting cardiomyocytes from myocardial damage. H9c2 cardiomyocytes, H2O2 injury protection, ATPLite, 2 h. protection from H2O2 cell death, % at 20 µM. actives 0.63% (n = 360,000);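 active means compounds giving at least 50% protection of heart cells from peroxide-induced death in the single-dose screen, raw or plate-pattern-corrected value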;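 further: 0% = DMSO wells with peroxide and 100% = DMSO wells without peroxide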
MC4R antag cAMP = human MC4R antagonism in cAMP assay; MC4R-expressing cells, MTII-stimulated cAMP, LANCE TR-FRET; inhibition, % at 6.5 µM; P32245; actives 0.48% (n = 360,000);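 active means inhibition above its plate's cutoff, the mean of tested wells on that plate plus 3 SD, cut at about 29% in these data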;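 further: 0% = Melanotan II alone and 100% = Melanotan II plus saturating MCL0020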
Target sequence (P32245 whole entry, looked up): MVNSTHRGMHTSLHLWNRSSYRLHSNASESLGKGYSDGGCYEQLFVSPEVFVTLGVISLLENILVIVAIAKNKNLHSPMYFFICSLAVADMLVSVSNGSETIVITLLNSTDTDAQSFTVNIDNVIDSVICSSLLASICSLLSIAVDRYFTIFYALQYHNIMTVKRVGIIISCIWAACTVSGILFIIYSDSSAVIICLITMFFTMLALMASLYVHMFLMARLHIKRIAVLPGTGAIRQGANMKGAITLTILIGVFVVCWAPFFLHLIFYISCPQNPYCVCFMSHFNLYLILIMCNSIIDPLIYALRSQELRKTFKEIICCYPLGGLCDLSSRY
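System – human MC4R-expressing U2OS cells · Also added – Melanotan II · Dosing – one concentration, 6.5 µM nominal · Timing – 30-min compound, 1-h challenge, 1-h detection, room temperature · Measured by – Eu-cAMP/anti-cAMP TR-FRET, emission 671 nm · Replicates – singlicate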
ABHD5 PLIN5 PPI = blocks binding of human ABHD5 to perilipin-5 | Q00G26+Q8WTS1 | Split G. princeps luciferase complementation, luminescence, 4 h | inhibition, % at 4 µM | actives 0.78% (n = 360,000) | AID 602281;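 active means inhibition above the mean inhibition across every tested compound plus 3 SD, cut at about 22% in these data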;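 further: 0% = DMSO only wells and the 100% control is not disclosed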
aDG glyco act = increases alpha dystroglycan glycosylation; Pro5-aDG cells, alpha-DG glycosylation AlphaScreen (IIH6); 0% Pro5, 100% B10-LARGE cell signal; activation, % at 10 µM; actives 0.22% (n = 360,000); AID 624168;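 active means activation of at least 8% versus controls, or a plate z-score of at least 8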;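 further: Pro5 are CHO cells carrying HIG-tagged alpha-DG that lacks glycosylation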
MC4R ag barr = agonists of human melanocortin 4 receptor (MC4R) beta-arrestin; P32245; U2OS MC4R beta-arrestin complementation, luminescence; percent of melanotan II response, DMSO zero; activation, % at 8.9 µM; actives 0.98% (n = 360,000); AID 540308;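 active means activation above a per-plate cutoff, the mean activation of sample wells on that plate plus 3 SD, cut at about 8% in these data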
Glyco luc inh = blocks N-linked glycosylation in D54 reporter cells; actives 0.23% (n = 360,000); reporter increase, % at 12.5 µM; AID 588692; D54 ERlucT glycosylation luciferase reporter, 24 h; percent of 100 nM tunicamycin response;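 active means mean luciferase reporter signal, scaled so untreated is 0 and the glycosylation-blocking control 100, at or above a set limit in every replicate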;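 further: luciferase carries N-glycosylation sites so blocking glycosylation raises the light; 0% = median of neutral control wells and 100% = median of 100 nM tunicamycin wells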
ABCB6 inh 2 = human ABCB6 transporter inhibition; actives 0.19% (n = 360,000); AID 602162; fluorescence ratio to DMSO, % at 10 µM; K562-ABCB6 porphyrin accumulation, flow cytometry, 1 h; hits give low values; Q9NP58;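 active means fluorescence ratio to DMSO below 75%, the collection mean minus 3 SD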;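 further: signal is porphyrin accumulated inside mitochondria; 100% equals median channel fluorescence of DMSO control wells; lower ratio means ABCB6 inhibition with less porphyrin fluorescence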
iPSC survival up = enhancers of human iPSC single-cell survival; hiPSC single-cell survival, ATPlite luminescence; 100% = ROCK inhibitor wells, 0% = DMSO; survival enhancement, % at 20 µM; actives 0.044% (n = 360,000); AID 602274; in the data active means survival enhancement above about 18%;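 further: cells exposed to compounds for 16 hours before the ATP read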
The depositor's hits bear a star. Compounds as they come; about 4.5% have a hit in one of these screens.

1. CCOc1cc(CNCCN2CCOCC2)ccc1OCc1ccccc1Cl
2. CC(OC(=O)c1ccc(Br)o1)C(=O)Nc1ccc2c(c1)OCCO2 (stereo not drawn)
3. O=C(CS(=O)(=O)c1ccccc1)Nc1ccc(Cl)cn1
4. O=C(NC1CCCCC1)N1CCSC1=Nc1ccccc1
5. CCn1c(/C=N/Nc2ccc(C(=O)O)cc2)nc2ccccc21
6. Cc1ccc(N2CCN(CC(O)COc3ccc([N+](=O)[O-])cc3)CC2)cc1 (stereo not drawn)
7. O=C(Nc1ccon1)c1cccc(S(=O)(=O)N2CCCC2)c1
8. COc1ccccc1CNS(=O)(=O)CCNC1CC1

assay / compound	1	2	3	4	5	6	7	8
HTR2A ag	-4	2	-2	-1	4	-4	2	7
Exocytosis inh	3	-2	18	1	2	2	0	4
Cardio protect	-4	-4	0	-3	0	-4	3	0
MC4R antag cAMP	-6	-1	-1	11	-1	14	11	0
ABHD5 PLIN5 PPI	6	4	-2	0	-1	2	7	1
aDG glyco act	0.5	0.2	-0.1	0.2	0.0	0.0	0.1	0.0
MC4R ag barr	-2.4	-1.8	-2.8	2.6	-0.2	-0.8	0.4	-1.6
Glyco luc inh	-3	1	2	-1	-6	0	2	3
ABCB6 inh 2	94	96	103	93	92	91	97	101
iPSC survival up	-0.2	-3.4	0.2	0.8	1.8	1.8	-2.3	0.7

9. CC(=O)NC12CC3CC(C1)CC(C(=O)N1CCN(S(=O)(=O)c4cccc(C(F)(F)F)c4)CC1)(C3)C2
10. Cc1ccc(C(=O)N/C(=C\c2ccco2)C(=O)N2CCSCC2)cc1C
11. COc1cc(CNn2nnnc2N)cc(Br)c1OCc1c(Cl)cccc1Cl
12. Cc1ccc(S(=O)(=O)CC(=O)N2CCOCC2)cc1
13. CCC(C(=O)N1CCN(C(=O)c2ccco2)CC1)n1sc2ccccc2c1=O (stereo not drawn)
14. CC1(C(=O)Nc2cccnc2)Cc2c(-c3cccc(C(F)(F)F)c3)ccnc2O1 (stereo not drawn)
15. CCCOc1ccc(C(C)=O)cc1Cc1c(O)nc(SC)[nH]c1=O
16. c1ccc2c(OCCCCN3CCOCC3)cccc2c1

assay / compound	9	10	11	12	13	14	15	16
HTR2A ag	-10	3	-3	-1	0	-3	-1	-2
Exocytosis inh	-2	-3	0	-2	2	1	4	-4
Cardio protect	-2	2	-11	4	1	30	7	-8
MC4R antag cAMP	8	3	12	-5	28	6	9	2
ABHD5 PLIN5 PPI	3	3	5	3	6	7	-16	5
aDG glyco act	0.1	-0.2	1.5	0.3	0.3	0.1	0.0	0.3
MC4R ag barr	-0.7	-0.9	1.1	-2.0	-2.1	0.2	-1.1	-2.2
Glyco luc inh	0	2	-6	2	-2	-3	3	0
ABCB6 inh 2	94	98	87	83	98	94	97	102
iPSC survival up	-0.6	-2.2	11	-0.1	-0.6	-1.1	-0.6	-0.4

17. CC(C)(C)OC(=O)N[C@@H](Cc1ccccc1)C(=O)N1CCC(C(=O)NCC(=O)O)CC1
18. Cc1cc(=O)[nH]c2c(C)cc(S(=O)(=O)N3CCOCC3)cc12
19. CCOc1ncccc1C(=O)OCC(=O)NCc1ccc2c(c1)OCO2
20. Cc1ccc(S(=O)(=O)N2CCCCC2)cc1NC(=O)COC(=O)C1CC2C=CC1C2 (stereo not drawn)
21. Nc1c(S(=O)(=O)c2cccs2)c2nc3ccccc3nc2n1CC1CCCO1 (stereo not drawn)
22. COc1ccc(/C=C/CN2CCC(C(=O)NC(c3ccc(F)cc3)c3ccc4ccccc4n3)CC2)cc1 (stereo not drawn)
23. CN1C(=O)C(=O)/C(=C(/O)c2ccccc2)C1c1ccc([N+](=O)[O-])cc1 (stereo not drawn)
24. Cn1c(SCc2n[nH]c(=S)o2)nnc1-c1ccccc1

assay / compound	17	18	19	20	21	22	23	24
HTR2A ag	4	-3	5	0	-2	-6	5	2
Exocytosis inh	9	-3	0	-6	0	35	0	1
Cardio protect	7	10	8	-9	6	-25	1	1
MC4R antag cAMP	-5	4	-3	4	2	7	2	2
ABHD5 PLIN5 PPI	-2	-6	8	4	-3	14	1	-9
aDG glyco act	0.0	-0.3	0.5	0.2	0.0	3.8	0.0	0.1
MC4R ag barr	-1.8	4.5	1.5	-1.2	-2.5	2.4	1.7	-3.4
Glyco luc inh	0	4	-1	-2	3	-6	2	2
ABCB6 inh 2	99	94	98	98	91	92	95	87
iPSC survival up	-0.4	-0.5	-1.0	-1.6	-1.6	-1.8	0.0	-1.5

Another view of part of the listing above.
21) Nc1c(S(=O)(=O)c2cccs2)c2nc3ccccc3nc2n1CC1CCCO1 (stereo not drawn)
  HTR2A ag: -2	Exocytosis inh: 0	Cardio protect: 6	MC4R antag cAMP: 2	ABHD5 PLIN5 PPI: -3	aDG glyco act: 0.0	MC4R ag barr: -2.5	Glyco luc inh: 3	ABCB6 inh 2: 91	iPSC survival up: -1.6

22) COc1ccc(/C=C/CN2CCC(C(=O)NC(c3ccc(F)cc3)c3ccc4ccccc4n3)CC2)cc1 (stereo not drawn)
  HTR2A ag: -6	Exocytosis inh: 35	Cardio protect: -25	MC4R antag cAMP: 7	ABHD5 PLIN5 PPI: 14	aDG glyco act: 3.8	MC4R ag barr: 2.4	Glyco luc inh: -6	ABCB6 inh 2: 92	iPSC survival up: -1.8

The listing continues:
Second line of a record: HTR2A ag	Exocytosis inh	Cardio protect	MC4R antag cAMP	ABHD5 PLIN5 PPI	aDG glyco act	MC4R ag barr	Glyco luc inh	ABCB6 inh 2	iPSC survival up
25. COc1ccc(NC(=O)C2CCC(CNc3c(N4CCCCC4)c(=O)c3=O)CC2)c(OC)c1 (stereo not drawn)
    -2	-5	-6	7	0	-0.1	0.1	3	100	-0.1
26. CCOc1ccc(CCNC(=O)Cc2ccc(NC(=O)C3=C(C)OCCS3)cc2)cc1
    -3	1	-4	1	-2	0.0	0.3	0	99	-0.8
27. CNc1ccccc1-c1nc2ccccc2n(C)c1=O
    0	4	12	-2	2	-0.2	-2.7	3	105	1.5
28. O=C(CNC(=O)c1cccs1)NCCN1CCN(Cc2ccccc2)CC1
    -5	5	4	4	6	0.0	1.4	1	86	-0.1
29. O=C(N/N=C/c1ccc(OC(=O)c2ccco2)cc1)c1ccccn1
    6	5	-1	20	-6	-0.2	1.8	-4	101	-1.1
30. COCCNc1oc(COc2cccc(C)c2)nc1C#N
    3	0	-4	2	0	-0.4	-2.4	-1	97	-0.1
31. COc1ccccc1OC(=O)CN1C(=O)c2ccccc2C1=O
    0	-2	-5	15	7	0.0	-2.1	5	96	-0.9
32. CCc1nnc(NC(=O)CSCc2cc(=O)n3nc(C)sc3n2)s1
    -2	-6	7	1	2	2.2	-0.2	3	99	0.0
33. CCCCC1=NN(C(=O)c2ccncc2)C(O)(C(F)(F)F)C1 (stereo not drawn)
    -2	1	7	-9	-8	-0.2	1.6	1	102	1.5
34. Cc1ccccc1OCC(=O)N/N=C1\CCOc2c(C)cccc21
    -3	0	-10	10	1	0.0	-1.6	1	104	-4.0
35. CS(=O)(=O)c1ccc(-n2nnc3ccccc32)c([N+](=O)[O-])c1
    1	-1	1	0	-3	0.2	-1.7	6	98	0.1
36. COc1ccc(C(=O)Nc2nnc(-c3cccs3)s2)cc1
    -2	5	9	-9	5	-0.4	-0.5	-1	95	-1.4
37. O=C(NC(Cc1ccccc1)C(=O)O)/C(=C\c1ccc(Cl)cc1)NC(=O)c1ccccc1 (stereo not drawn)
    -5	-1	3	4	-6	0.0	-2.4	0	101	-0.2
38. O=C(CSc1nc(-c2ccc(F)cc2)cs1)N1CCOCC1
    1	2	-3	-4	6	-0.1	-0.9	-2	103	0.0
39. CC(=O)Nc1cc(-c2ccsc2)cn2c(-c3ccc(F)cc3)cnc12
    -7	0	-2	-4	1	0.1	18*	0	92	-2.2
40. COc1ccc(/C=C/C(=O)OCC(=O)c2cc(C)ccc2C)cc1
    -4	0	3	4	4	0.0	-1.1	3	98	-2.3
41. CC(=O)Nc1ccc(C(=O)NCC(=O)OCc2c(F)cccc2Cl)cc1
    0	3	4	4	6	0.1	-1.9	0	98	3.3
42. O=C(Nc1ccccc1N1CCOCC1)c1ccccc1NS(=O)(=O)c1ccc(F)cc1
    -4	-2	5	7	1	-0.3	-2.3	2	88	1.9
43. CCN(CC)CCNc1c(C)cc(CO)c(Cl)c1C
    1	8	3	-9	1	0.3	1.3	-1	100	-1.2
44. O=S(=O)(NCc1ccccc1F)c1cccc(S(=O)(=O)N2CCOCC2)c1
    -2	0	-5	9	0	-0.1	-2.0	-3	90	-0.5
45. COC(=O)NCC(c1ccc2c(c1)OCO2)N1CCN(c2ccc(OC)cc2)CC1 (stereo not drawn)
    4	-15	3	20	3	0.3	0.0	2	97	0.0
46. CSc1ncc(CN2CCN(C3CCN(C(C)C)CC3)C(CCO)C2)cn1 (stereo not drawn)
    -4	-4	2	12	-5	0.2	-0.4	1	96	-0.8
47. Cc1cc(CNC(=O)COc2ccc(F)cc2F)c2ccccc2n1
    6	2	-12	-10	-1	0.3	-3.0	-2	96	0.4
48. CN(C)CCNC(=O)c1ccc(Sc2ccc(Br)cc2)c([N+](=O)[O-])c1
    -6	45	10	3	15	3.6*	4.8	-1	90	-0.1
49. CCN(CC(=O)Nc1ccc(NC(C)=O)cc1)C(=O)c1ccc(N(C)S(=O)(=O)c2ccc(C)cc2)cc1
    -5	3	3	-2	-7	0.1	-1.0	3	101	-0.4
50. C[C@H](CO)N1C[C@H](C)[C@@H](CN(C)C(=O)Nc2ccc3c(c2)OCO3)Oc2c(NC(=O)C3CC3)cccc2C1=O
    3	2	1	8	12	0.1	0.3	0	98	-0.2
51. O=C(c1ccc(CS(=O)(=O)c2ccccc2)o1)N1CCN(c2ncccn2)CC1
    5	-2	25	6	5	-0.7	-0.8	-3	102	5.5
52. O=C(NC(=S)NCCc1ccccc1)c1cccc(Cl)c1
    -4	1	-8	0	-7	0.0	-3.2	1	98	0.5
53. COC(=O)c1ccc(OC(=O)c2nn(C)cc2Cl)c(OC)c1
    1	1	2	4	12	-0.2	-0.3	0	96	-2.8
54. COc1ccc(S(=O)(=O)Cc2ccc(C(=O)NC3CCCCCC3)o2)cc1
    2	-1	0	0	2	-0.6	1.2	-8	102	-0.4
55. CC1(C(=O)NS(=O)(=O)c2cccc(OC(F)F)c2)CCN1C(=O)CC(c1ccccc1)c1ccccc1 (stereo not drawn)
    1	2	5	6	-5	-0.3	-0.8	0	114	-1.3

Part of the list above in order of heavy-atom count, highest first.
Second line of a record: HTR2A ag	Exocytosis inh	Cardio protect	MC4R antag cAMP	ABHD5 PLIN5 PPI	aDG glyco act	MC4R ag barr	Glyco luc inh	ABCB6 inh 2	iPSC survival up
55. CC1(C(=O)NS(=O)(=O)c2cccc(OC(F)F)c2)CCN1C(=O)CC(c1ccccc1)c1ccccc1 (stereo not drawn)
    1	2	5	6	-5	-0.3	-0.8	0	114	-1.3
51. O=C(c1ccc(CS(=O)(=O)c2ccccc2)o1)N1CCN(c2ncccn2)CC1
    5	-2	25	6	5	-0.7	-0.8	-3	102	5.5
52. O=C(NC(=S)NCCc1ccccc1)c1cccc(Cl)c1
    -4	1	-8	0	-7	0.0	-3.2	1	98	0.5
